KCNK3 inh – human KCNK3 channel inhibition, primary screen | actives 0.84% (n = 340,000) | CHO-KCNK3 thallium flux, FluxOR fluorescence; active compounds read low | O14649 | AID 602410 | B-score at 10 µM;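 active means B-score under library mean minus 4 SD, starting fluorescence ratio at most library mean plus 5 SD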;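 further: more negative B-score means stronger inhibition of thallium flux through KCNK3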
Target sequence (O14649 whole entry, looked up): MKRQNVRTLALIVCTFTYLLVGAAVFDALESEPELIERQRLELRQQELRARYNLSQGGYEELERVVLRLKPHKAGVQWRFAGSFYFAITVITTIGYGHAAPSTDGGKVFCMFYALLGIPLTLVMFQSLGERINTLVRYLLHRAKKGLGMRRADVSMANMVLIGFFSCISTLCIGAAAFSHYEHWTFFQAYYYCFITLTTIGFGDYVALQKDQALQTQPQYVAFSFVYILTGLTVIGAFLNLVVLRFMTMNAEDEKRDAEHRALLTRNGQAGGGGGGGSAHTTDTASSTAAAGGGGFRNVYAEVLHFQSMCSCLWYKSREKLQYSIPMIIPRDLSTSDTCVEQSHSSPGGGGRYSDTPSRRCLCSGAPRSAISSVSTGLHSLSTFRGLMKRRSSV
KCNQ1 pot – potentiates or activates the human KCNQ1 potassium channel. P51787. CHO-K1 KCNQ1, thallium flux FluxOR fluorescence; active compounds read high. B-score at 10 µM. actives 0.35% (n = 310,000). AID 2648;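 active means fluorescence ratio B-score, a plate-corrected score, at least three library SD, with initial intensity B-score within 5 SD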
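Assay system: CHO-K1 cells stably expressing KCNQ1; Medium: assay buffer with matched DMSO; Also added: K+/Tl+ depolarizing stimulus; Dosing: single dose; Timing: dye 90 min, compound 20 min, room temperature; Measured by: kinetic FluxOR thallium fluorescence, 10-s 1-Hz baseline, 110-s post-stimulus read; Read-out: peak-minus-minimum fluorescence over initial fluorescence, negative-control normalized, B-scored.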
RGS4 act – RGS4 potentiation or activation | B-score at 10 µM | HEK293 M3R/inducible RGS4, carbachol calcium flux Fluo4; active compounds read low | actives 0.92% (n = 310,000);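 active means B-score of the integrated calcium signal more than 4 SD below the library mean, with starting fluorescence not abnormally high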;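 further: negative B-score means reduced calcium response which marks RGS4 activation or potentiation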
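Reagent: ECmax carbachol challenge; Test system: M3R-expressing HEK293 line, RGS4 induced by doxycycline; Schedule: overnight RGS4 induction, 30 min dye load 37 °C, 20 min compound RT; Detection: calcium dye Fluo4 fluorescence; Read-out: Agonist-evoked peak-minus-minimum fluorescence over baseline, integrated ratio, B score.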
GSK3A inh – blocks human GSK-3 alpha kinase; actives 0.1% (n = 320,000); P49840; ADP-Glo luminescence, 60 min; inhibition, % at 10 µM;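 in the data active means inhibition above about 50%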;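 further: GST-tagged GSK-3 alpha with peptide substrate and 25 µM ATP; 0% = DMSO neutral wells and 100% = GW8510 positive control wells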
KCNQ1 block – inhibitors of human KCNQ1 potassium channel; CHO-K1 KCNQ1, FluxOR thallium flux fluorescence; active compounds read high; AID 2642; P51787; actives 1.3% (n = 310,000); B-score at 10 µM;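 active means compounds whose thallium flux B-score, printed positive for inhibition, exceeds three library SD while starting fluorescence stays within three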;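 further: channel opened by potassium depolarization with thallium stimulus after 20 min compound exposure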
Dyrk1A ADPGlo – Dyrk1A (rat) kinase inhibition. Q63470. ADP-Glo luminescence, NFATc1 peptide. inhibition, % at 12.5 µM. actives 0.43% (n = 310,000); in the data active means inhibition above about 50%;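 further: plate controls were vehicle with enzyme for no effect and no enzyme for full effect; many of its hits are not listed in these tables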
KCNK9 block – inhibitors of human KCNK9 two-pore domain potassium channel. Q9NPC2. HEK293 KCNK9, FluxOR thallium flux fluorescence; active compounds read low. B-score at 10 µM. actives 1.2% (n = 310,000). AID 488922;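 active means ratio B-score over 3 SD below the library mean, with starting fluorescence within 5 SD of its mean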;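 further: negative B-score means less thallium flux so channel inhibition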
Target sequence (Q9NPC2 whole entry, looked up, the tested form may be a part): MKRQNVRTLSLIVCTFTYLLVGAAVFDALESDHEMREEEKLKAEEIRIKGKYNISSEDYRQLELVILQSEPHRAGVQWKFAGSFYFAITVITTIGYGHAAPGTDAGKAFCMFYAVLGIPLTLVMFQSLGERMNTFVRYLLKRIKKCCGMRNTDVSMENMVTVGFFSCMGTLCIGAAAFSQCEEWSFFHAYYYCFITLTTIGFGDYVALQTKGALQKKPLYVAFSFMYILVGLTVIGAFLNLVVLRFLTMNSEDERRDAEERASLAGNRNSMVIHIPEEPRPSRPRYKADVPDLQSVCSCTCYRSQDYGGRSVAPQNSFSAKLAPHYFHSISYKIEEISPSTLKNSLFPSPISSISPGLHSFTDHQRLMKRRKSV
RGS4 inh – human RGS4 inhibition; P49798; HEK293 M3R/RGS4 inducible, Fluo-4 calcium flux; active compounds read high; triggered by carbachol at its EC20; B-score at 10 µM; actives 0.45% (n = 310,000);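 active means B-score, a plate-corrected calcium signal, over three deviations above library mean, with baseline fluorescence within five deviations of library mean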;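 further: RGS4 expression induced by doxycycline in cells with stable M3 receptor; B-score is computed from the integrated fluorescence ratio over baseline after carbachol; higher B-score means a larger calcium signal and so more RGS4 inhibition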
Target sequence (P49798 whole entry, looked up): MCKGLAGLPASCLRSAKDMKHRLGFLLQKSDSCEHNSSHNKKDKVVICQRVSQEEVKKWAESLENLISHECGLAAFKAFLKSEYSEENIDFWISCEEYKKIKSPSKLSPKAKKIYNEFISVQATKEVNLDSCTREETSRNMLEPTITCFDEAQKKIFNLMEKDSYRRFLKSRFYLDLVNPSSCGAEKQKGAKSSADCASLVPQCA
hERG protect – compounds protecting human hERG from proarrhythmic drug block; Q12809; CHO-hERG, FluxOR thallium flux, dofetilide IC70 present; activation (rescue from dofetilide block), less the hit threshold, % at 10 µM; actives 0.51% (n = 310,000); AID 1511;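 active means activation above the mean of controls blocked by dofetilide plus 5 SD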;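 further: thallium influx through hERG after potassium depolarization seen as dye fluorescence rise; in these data hits start at about 4.7%; inactives centre near -7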
PolyA inhibitor – blocks polyadenylation in yeast reporter cells; S. cerevisiae SKY197-pL101 polyadenylation reporter, beta-gal luminescence; efflux-impaired pdr1/pdr3 knockout yeast; score 100 = 6 SD above DMSO; calls only at 12 µM; actives 0.02% (n = 300,000); AID 1875;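 active means lowest replicate activity score at least 50, where 100 means six control SD above control mean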;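 further: yeast exposed to compound for 9 h at 30 °C; higher score means more reporter readthrough which indicates perturbed polyadenylation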
GSK3B inh – inhibitors of human GSK3beta kinase; P49841; GST-GSK3beta kinase, ADP-Glo luminescence, 60 min; active compounds read low; activity score (negative = inhibition), % at 10 µM; actives 0.038% (n = 300,000);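 active means more than half of replicate wells score below -50%, meaning over 50% inhibition versus plate controls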;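 further: 0% = median DMSO wells and -100% = median GW8510 positive control wells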
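Assay system: GST-fused GSK3beta enzyme, cell-free / Medium: Tris pH 7.5 buffer with MgCl2, DTT, BSA, heparin / Also added: peptide substrate plus 25 µM ATP (final) / Compound: 10 µM single point / Timing: kinase reaction with compound 60 min at room temperature / Detection: ADP-Glo luminescence / Benchmarks: DMSO neutral wells and GW8510 at 20 µM as positive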
An asterisk follows results filed as active. Some of the compounds tested, so the mix of outcomes need not match the whole.

COc1ccc(CCNC(=O)Cn2ccc3cc(S(=O)(=O)N4CCCC4)ccc32)cc1OC was read as KCNK3 inh inactive, KCNQ1 pot inactive, RGS4 act inactive, KCNQ1 block inactive, KCNK9 block inactive, RGS4 inh inactive, hERG protect -6, PolyA inhibitor inactive and GSK3B inh 1.
`Cc1cccc(Cc2ccc(Cl)nn2)c1` gave KCNK3 inh inactive, KCNQ1 pot inactive, RGS4 act inactive, GSK3A inh -2, KCNQ1 block inactive, Dyrk1A ADPGlo 2, KCNK9 block inactive, RGS4 inh inactive, hERG protect -11, PolyA inhibitor inactive and GSK3B inh -4.
N#CCCN(Cc1ccccc1)C(=O)c1nccnc1C(=O)O was read as KCNK3 inh inactive, KCNQ1 pot inactive, RGS4 act inactive, GSK3A inh -2, KCNQ1 block inactive, Dyrk1A ADPGlo -2, KCNK9 block inactive, RGS4 inh inactive, hERG protect 1, PolyA inhibitor inactive and GSK3B inh -1.
Screening COc1ccc(C(=O)N2CCC(n3nccc3NC(=O)C3CC3)CC2)cc1F returned KCNK3 inh inactive, KCNQ1 pot inactive, RGS4 act inactive, GSK3A inh 1, KCNQ1 block inactive, Dyrk1A ADPGlo -1, KCNK9 block inactive, RGS4 inh inactive, hERG protect -4, PolyA inhibitor inactive and GSK3B inh 1.
`COCc1cc(C)nc(OCC(=O)N/N=C/c2ccc(O)cc2)c1C#N` gave KCNK3 inh inactive, KCNQ1 pot inactive, RGS4 act inactive, GSK3A inh 41, KCNQ1 block inactive, Dyrk1A ADPGlo 9, KCNK9 block inactive, RGS4 inh inactive, hERG protect -6, PolyA inhibitor inactive and GSK3B inh -17.
CCn1cc(C(=O)NCC2CCCO2)c(=O)c2cc(S(=O)(=O)N(C)C)ccc21 (stereo not drawn) was read as KCNK3 inh inactive, KCNQ1 pot inactive, RGS4 act inactive, GSK3A inh -3, KCNQ1 block inactive, Dyrk1A ADPGlo -4, KCNK9 block inactive, RGS4 inh inactive, hERG protect -8, PolyA inhibitor inactive and GSK3B inh -4.
For Cc1c(Cl)c([N+](=O)[O-])nn1CCCC(=O)Nc1cccc(Cl)c1Cl the results were KCNK3 inh inactive, KCNQ1 pot inactive, RGS4 act inactive, GSK3A inh -1, KCNQ1 block inactive, Dyrk1A ADPGlo -5, KCNK9 block inactive, RGS4 inh inactive, hERG protect -7, PolyA inhibitor inactive and GSK3B inh 0.
For Brc1ccc(-c2noc(-c3ccccc3)n2)o1 the results were KCNK3 inh inactive, KCNQ1 pot inactive, RGS4 act inactive, GSK3A inh -1, KCNQ1 block inactive, Dyrk1A ADPGlo -1, KCNK9 block inactive, RGS4 inh inactive, hERG protect -10, PolyA inhibitor inactive and GSK3B inh 1.
`COc1cc(C)c(Cl)cc1S(=O)(=O)n1cnc2ccccc21` gave KCNK3 inh inactive, KCNQ1 pot inactive, RGS4 act inactive, GSK3A inh -5, KCNQ1 block inactive, Dyrk1A ADPGlo -10, KCNK9 block inactive, RGS4 inh inactive, hERG protect -4, PolyA inhibitor inactive and GSK3B inh 3.
For COc1ccc(C2CC(c3ccc(OC)cc3)n3nc(NC(=O)c4cccs4)nc3N2)cc1 (stereo not drawn) the results were KCNK3 inh inactive, KCNQ1 pot inactive, RGS4 act inactive, GSK3A inh 0, KCNQ1 block inactive, Dyrk1A ADPGlo 3, KCNK9 block inactive, RGS4 inh inactive, hERG protect -8, PolyA inhibitor inactive and GSK3B inh -1.

Fetched by compound from above, two records:
Screening COc1ccc(C(=O)N2CCC(n3nccc3NC(=O)C3CC3)CC2)cc1F returned KCNK3 inh inactive, KCNQ1 pot inactive, RGS4 act inactive, GSK3A inh 1, KCNQ1 block inactive, Dyrk1A ADPGlo -1, KCNK9 block inactive, RGS4 inh inactive, hERG protect -4, PolyA inhibitor inactive and GSK3B inh 1.
For Brc1ccc(-c2noc(-c3ccccc3)n2)o1 the results were KCNK3 inh inactive, KCNQ1 pot inactive, RGS4 act inactive, GSK3A inh -1, KCNQ1 block inactive, Dyrk1A ADPGlo -1, KCNK9 block inactive, RGS4 inh inactive, hERG protect -10, PolyA inhibitor inactive and GSK3B inh 1.

Continued.
For O=C(CSc1nc2ccccc2s1)N1CCCCC1 the results were KCNK3 inh inactive, KCNQ1 pot inactive, RGS4 act inactive, GSK3A inh -6, KCNQ1 block inactive, Dyrk1A ADPGlo 6, KCNK9 block inactive, RGS4 inh inactive, hERG protect -7, PolyA inhibitor inactive and GSK3B inh 1.
c1cnc(Nc2nc(-c3ccc4ccccc4c3)cs2)nc1 was read as KCNK3 inh inactive, KCNQ1 pot inactive, RGS4 act inactive, GSK3A inh -5, KCNQ1 block inactive, Dyrk1A ADPGlo 2, KCNK9 block inactive, RGS4 inh inactive, hERG protect 0, PolyA inhibitor inactive and GSK3B inh -3.
`COc1cccc(CNC(=O)C2=C(C)C(=O)OC23CCC(C)CC3)c1` (stereo not drawn) gave KCNK3 inh inactive, KCNQ1 pot inactive, RGS4 act inactive, GSK3A inh -1, KCNQ1 block inactive, Dyrk1A ADPGlo -5, KCNK9 block inactive, RGS4 inh inactive, hERG protect -11, PolyA inhibitor inactive and GSK3B inh 3.
CSc1cnc2c(=O)n(C)c(=O)[nH]c2n1 was read as KCNK3 inh inactive, KCNQ1 pot inactive, RGS4 act inactive, GSK3A inh -4, KCNQ1 block inactive, Dyrk1A ADPGlo 3, KCNK9 block inactive, RGS4 inh inactive, hERG protect -6, PolyA inhibitor inactive and GSK3B inh -2.
Screening CCc1nc2ccccc2c(C(=O)OCCN2C(=O)c3ccccc3C2=O)c1C returned KCNK3 inh inactive, KCNQ1 pot inactive, RGS4 act inactive, GSK3A inh 9, KCNQ1 block inactive, Dyrk1A ADPGlo 2, KCNK9 block inactive, RGS4 inh inactive, hERG protect -10, PolyA inhibitor inactive and GSK3B inh 0.
For Cc1cccc(C)c1NC(=O)CNC(=O)c1ccccc1 the results were KCNK3 inh inactive, KCNQ1 pot inactive, RGS4 act inactive, GSK3A inh 3, KCNQ1 block inactive, Dyrk1A ADPGlo -6, KCNK9 block inactive, RGS4 inh inactive, hERG protect -4, PolyA inhibitor inactive and GSK3B inh 1.
`Cn1cccc1/C=N/n1c(-c2ccco2)n[nH]c1=S` gave KCNK3 inh inactive, KCNQ1 pot inactive, RGS4 act inactive, GSK3A inh -1, KCNQ1 block inactive, Dyrk1A ADPGlo 3, KCNK9 block inactive, RGS4 inh inactive, hERG protect -9, PolyA inhibitor inactive and GSK3B inh -2.
Screening CCN(CC)c1c([N+](=O)[O-])c(=O)oc2ccccc12 returned KCNK3 inh inactive, KCNQ1 pot inactive, RGS4 act inactive, GSK3A inh 3, KCNQ1 block inactive, Dyrk1A ADPGlo 4, KCNK9 block inactive, RGS4 inh inactive, hERG protect -6, PolyA inhibitor inactive and GSK3B inh -2.
Screening O=C(c1ccc(Cl)c(Cl)c1)N1CCC(=O)N(C(COCc2ccc(Cl)cc2)Cc2ccccc2)CC1 (stereo not drawn) returned KCNK3 inh inactive, KCNQ1 pot inactive, RGS4 act inactive, GSK3A inh 1, KCNQ1 block inactive, Dyrk1A ADPGlo 6, KCNK9 block inactive, RGS4 inh inactive, hERG protect -7, PolyA inhibitor inactive and GSK3B inh 1.
O=C1C=C(NNC(=O)c2ccncc2)CC(c2ccccc2)C1 (stereo not drawn) was read as KCNK3 inh inactive, KCNQ1 pot inactive, RGS4 act inactive, GSK3A inh 2, KCNQ1 block inactive, Dyrk1A ADPGlo 4, KCNK9 block inactive, RGS4 inh inactive, hERG protect -7, PolyA inhibitor inactive and GSK3B inh 12.
Screening O=C(c1ccc(N2CCCC2)c([N+](=O)[O-])c1)N1CCN(c2ccccn2)CC1 returned KCNK3 inh inactive, KCNQ1 pot inactive, RGS4 act inactive, GSK3A inh -4, KCNQ1 block inactive, Dyrk1A ADPGlo -6, KCNK9 block inactive, RGS4 inh inactive, hERG protect -9, PolyA inhibitor inactive and GSK3B inh 2.
For COc1ccccc1NC(=O)CN(C)S(=O)(=O)c1ccc(F)cc1 the results were KCNK3 inh inactive, KCNQ1 pot inactive, RGS4 act inactive, GSK3A inh -2, KCNQ1 block inactive, Dyrk1A ADPGlo 4, KCNK9 block inactive, RGS4 inh inactive, hERG protect -5, PolyA inhibitor inactive and GSK3B inh -4.
CCN(CC)c1ccc(/C=N/NC(=O)CN2CCCc3ccccc32)cc1 was read as KCNK3 inh inactive, KCNQ1 pot inactive, RGS4 act inactive, GSK3A inh 0, KCNQ1 block inactive, Dyrk1A ADPGlo 0, KCNK9 block inactive, RGS4 inh inactive, hERG protect -5, PolyA inhibitor inactive and GSK3B inh 1.
For CCn1c(=O)c2sccc2n(Cc2cc(C(=O)OC)ccc2OC)c1=O the results were KCNK3 inh inactive, KCNQ1 pot inactive, RGS4 act inactive, GSK3A inh 0, KCNQ1 block inactive, KCNK9 block inactive, RGS4 inh inactive, hERG protect -2, PolyA inhibitor inactive and GSK3B inh 4.
Screening O=C(/C=C/c1cc([N+](=O)[O-])ccc1OC(F)F)Nc1cccc2ccccc12 returned KCNK3 inh inactive, KCNQ1 pot inactive, RGS4 act inactive, GSK3A inh 1, KCNQ1 block inactive, Dyrk1A ADPGlo -3, KCNK9 block inactive, RGS4 inh inactive, hERG protect -1 and GSK3B inh -2.
For CC1CCN(C(=O)CCc2nnc(-c3ccccc3)o2)CC1 the results were KCNK3 inh inactive, KCNQ1 pot inactive, RGS4 act inactive, GSK3A inh -1, KCNQ1 block inactive, Dyrk1A ADPGlo 0, KCNK9 block inactive, RGS4 inh inactive, hERG protect -11, PolyA inhibitor inactive and GSK3B inh 0.
Screening O=C(CSc1nnc(-c2ccc(Cl)cc2)o1)NNC(=O)c1ccncc1 returned KCNK3 inh inactive, KCNQ1 pot inactive, RGS4 act inactive, GSK3A inh 1, KCNQ1 block inactive, KCNK9 block inactive, RGS4 inh inactive, hERG protect -3 and PolyA inhibitor inactive.
`Cc1cc(C(=O)CSc2nnnn2-c2ccc(O)cc2)c(C)n1C` gave KCNK3 inh inactive, KCNQ1 pot inactive, RGS4 act inactive, GSK3A inh 0, KCNQ1 block inactive, Dyrk1A ADPGlo 5, KCNK9 block inactive, RGS4 inh inactive, hERG protect -5, PolyA inhibitor inactive and GSK3B inh -2.
